Pol iota inh – blocks human DNA polymerase iota activity | Q9UNA4 | Pol iota fluorescent replication assay, 10 min | Potency, µM (top dose mostly 115 µM), without a hit: top-dose activity, negative = inhibition, most hits filed as inhibitors | 390,000 tested, 1% active | AID 588590
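Pol iota at 10 nM preincubated 15 min with compounds at room temperature; reaction started with fluorescent substrate, 50 nM final. Fluorescence read kinetically at 0 and 10 min; buffer-only wells as negative control.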
G9a inh – G9a (human) methyltransferase inhibition; Q96KQ7; G9a H3K9 monomethylation, AlphaScreen, 2 h; Potency, µM (series often up to 102 µM), without a hit: at the top dose activity, negative = inhibition, usual class: inhibitors; 350,000 tested, 8.8% active; AID 504332; also: % is scaled to controls: 0 for no effect and ±100 for the full control effect; nearly all actives have a fitted effect of over 75% in size
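Readings reflect AlphaScreen signal from monomethyl-H3K9 antibody detection. HMT at 20 nM; substrate b-H3K9 500 nM; cofactor SAM 20 uM; 2 h RT reaction; compounds tested as titrations in qHTS with 15 min preincubation.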
Pin1 inhibitor – blocks the human prolyl isomerase Pin1 | AID 504891 | 390,000 tested, 0.009% active | Pin1 FP peptide displacement, HiFluor488, 10 min | Q13526 | Potency, µM (top dose mostly 115 µM), for inactives: at the top dose activity, negative = inhibition, usual class: inhibitors; active = well fitted inhibition curve with a large enough effect in the polarisation, with a control signal flat, not every such curve was filed as active; inconclusive = small, poorly fitted or top-dose-only effect, or effect the other way, or a change in a side signal; inactive = no such curve, though single readings can be large or run the other way; the % refers to the polarisation; also: % is scaled to controls: 0 for no effect and ±100 for the full control effect
PGK inhibitor – blocks T. brucei phosphoglycerate kinase; P07378; PGK/GAPDH coupled, Kinase-Glo luminescence, 60 min; Potency, µM (titrated, usually from 57.5 µM), without a hit: at the highest dose activity change, negative = inhibition, hits mostly inhibitors; 380,000 tested, 0.043% active; also: % is scaled to controls: 0 for no effect and ±100 for the full control effect; nearly all actives have a fitted effect of over 60% in size
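Luminescent ATP detection (Kinase-Glo Plus) follows a 60-minute room-temperature incubation, with wells lacking PGK as controls. Buffer: 100 mM TEA (pH 7.6), 5 mM MgCl2, 0.01% Tween-20. Coupling enzyme GAPDH (100 nM final) supplies unstable 1,3-BPG in-well.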
JMJD2A Tudor – inhibitors of human JMJD2A Tudor domain; O75164; AlphaScreen JMJD2A-Tudor / H3K4me3 peptide binding; Potency, µM (series often up to 114 µM), for the others: at the highest dose activity change, negative = inhibition, most hits filed as inhibitors; 390,000 tested, 4.4% active; also: % is scaled to controls: 0 for no effect and ±100 for the full control effect; nearly all actives have a fitted effect of over 50% in size
Target sequence (O75164 whole entry, looked up, the tested form may be a part): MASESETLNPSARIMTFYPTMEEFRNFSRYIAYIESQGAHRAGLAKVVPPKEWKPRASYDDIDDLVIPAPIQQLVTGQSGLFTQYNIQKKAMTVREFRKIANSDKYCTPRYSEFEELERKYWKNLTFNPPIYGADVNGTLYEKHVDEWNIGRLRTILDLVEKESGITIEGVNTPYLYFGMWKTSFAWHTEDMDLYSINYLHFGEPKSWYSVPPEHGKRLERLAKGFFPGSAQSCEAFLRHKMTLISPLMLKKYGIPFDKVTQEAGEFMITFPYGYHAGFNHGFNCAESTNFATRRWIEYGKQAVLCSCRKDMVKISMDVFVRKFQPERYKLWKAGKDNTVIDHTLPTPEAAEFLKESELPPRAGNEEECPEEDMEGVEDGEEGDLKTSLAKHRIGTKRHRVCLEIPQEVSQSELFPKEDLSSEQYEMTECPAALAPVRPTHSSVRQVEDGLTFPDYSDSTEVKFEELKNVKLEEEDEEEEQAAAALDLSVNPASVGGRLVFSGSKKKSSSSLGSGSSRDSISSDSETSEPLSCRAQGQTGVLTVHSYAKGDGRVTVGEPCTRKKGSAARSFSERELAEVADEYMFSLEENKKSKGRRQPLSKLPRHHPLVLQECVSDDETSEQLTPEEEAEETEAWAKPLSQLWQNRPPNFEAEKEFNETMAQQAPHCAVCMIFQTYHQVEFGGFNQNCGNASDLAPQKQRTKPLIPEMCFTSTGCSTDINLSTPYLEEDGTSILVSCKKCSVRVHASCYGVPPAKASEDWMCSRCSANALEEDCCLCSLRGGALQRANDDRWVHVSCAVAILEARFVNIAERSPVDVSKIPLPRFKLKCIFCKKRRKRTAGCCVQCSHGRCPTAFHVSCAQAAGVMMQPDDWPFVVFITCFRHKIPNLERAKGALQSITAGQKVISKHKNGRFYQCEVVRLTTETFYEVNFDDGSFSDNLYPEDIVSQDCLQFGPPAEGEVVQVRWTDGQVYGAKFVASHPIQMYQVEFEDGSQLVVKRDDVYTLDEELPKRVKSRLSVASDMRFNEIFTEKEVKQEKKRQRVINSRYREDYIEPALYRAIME
BAZ2B block – blocks human BAZ2B | 360,000 tested, 4.4% active | Q9UIF8 | AlphaScreen BAZ2B-H3K14Ac peptide displacement | Potency, µM (top dose mostly 114 µM), for inactives: top-dose activity change, negative = inhibition, actives largely listed as inhibitors | AID 504333; also: % is scaled to controls: 0 for no effect and ±100 for the full control effect; nearly all actives have a fitted effect of over 60% in size
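Inhibition is scored as reduced AlphaScreen emission. The BAZ2B/b-H3(5-23)K14Ac complex (50 nM each) in PBS pH 7.4, 0.01% Tween-20 meets compound (up to 110 uM) for 30 min at RT before bead addition.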
GLS inhibitor – inhibitors of human glutaminase (GLS); GLS enzymatic activity, qHTS titration; Potency, µM (titrated, usually from 45.5 µM), without a hit: at the top dose activity change, negative = inhibition, actives largely listed as inhibitors; 410,000 tested, 0.21% active; AID 624170; also: % is scaled to controls: 0 for no effect and ±100 for the full control effect
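Compounds were pin-transferred onto hKGA, after which L-glutamine (1 mM solution) and a detection mix of glutamate oxidase, HRP and Amplex Red were added. Initial and 30 min RT fluorescence reads were collected.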
HP1b chromo inh – blocks HP1-beta chromodomain binding to methylated histone tails | P83916 | AlphaScreen HP1-beta / biotin-H3K9me3 peptide binding | Potency, µM (series often up to 114 µM), without a hit: at the top dose activity change, negative = inhibition, most hits filed as inhibitors | 390,000 tested, 0.56% active | AID 540317; also: nearly all actives have a fitted effect of over 70% in size; inactives centre near 23
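Compound inhibition of the preformed complex between 50 nM HP1-beta and 50 nM biotinylated H3K9me3 peptide was read by AlphaScreen. Buffer was PBS pH 7.4 with 0.01% Tween-20. Incubations ran 30 min at room temperature, with 10 ug/mL donor/acceptor beads.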
BLM helicase inh – inhibitors of human Bloom syndrome helicase BLM; P54132; AID 2528; Potency, µM (series often up to 56.1 µM), for the others: at the top dose activity change, negative = inhibition, usual class: inhibitors; 350,000 tested, 0.2% active; recombinant BLM DNA unwinding, fluorescence dequenching;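 also: plate controls were vehicle for no effect and no enzyme for full effect; nearly all actives have a fitted effect of over 35% in size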
Numbers without * were called inactive; i = inactive; ? = inconclusive; / = not tested or not shown; [ ] = remark or other dose. Unless noted, calls follow the shape of the dose curve; as a rule, active = well fitted curve in the direction sought with a large enough effect; inconclusive = small, poorly fitted or top-dose-only effect, or another doubt; inactive = no such curve, though single readings can be large; an effect the other way counts as inactive or inconclusive. Potency is read from the fitted curve at half-maximal effect.

The line under a structure holds: Pol iota inh	BLM helicase inh	G9a inh	GLS inhibitor	PGK inhibitor	HP1b chromo inh	JMJD2A Tudor	Pin1 inhibitor	BAZ2B block
O=C(NCc1ccc(F)cc1)C(c1ccccc1)N(CC1CCCO1)C(=O)Cn1nnc2ccccc21 (centres undefined)
    26%	1%	22%[59 µM]	3%	i	22%	2%	-5%	-2%
CC(=O)Nc1nc(-c2ccccc2)cc(-c2ccco2)c1C#N
    11%	/	7%[2.33 µM]	-5%	0%	36%	2%	30%	-6%
O=C(Nc1nc2c(F)cc(F)cc2s1)c1ccc(S(=O)(=O)N2CCc3ccccc32)cc1
    ?	-10%	5%[59 µM]	1%	1%	5%[57 µM]	-28%	16%	-16%
O=C(Nc1ccc(F)cc1F)c1ccc(-n2cnnc2)cc1
    8%	0%	8%[59 µM]	1%	-7%	28%[57 µM]	-6%	3%	4%
Cc1ccc(N(CCC#N)C(=O)COC(=O)C2=COCCO2)cc1
    12%	/	40µM*	5%	-2%	-1%	-8%	1%	11%
O=C(CC1C(=O)N(c2ccccc2)C(=O)N1C1CCCCC1)Nc1ccccc1 (centres undefined)
    13%	-1%	-32%[59 µM]	3%	3%	52%[activator]	-3%[57.1 µM]	0%	-13%
CCOc1cc(/C=N\Nc2nc(-c3ccc(C)cc3)c(NC(C)=O)s2)ccc1O
    39%[activator]	-6%	32µM*	-3%	-1%	?	28µM*	-5%	-38%
CCNC(=S)N1CCNC(=O)C1CC(=O)OC (centres undefined)
    18%	0%	-4%[59 µM]	-1%	-11%	51%[activator]	-8%	3%	7%
N#Cc1c(NC(=O)CN2C(=O)c3ccccc3C2=O)oc(-c2ccccc2)c1-c1ccccc1
    0%	/	/	16%	-5%	-19%	?	12%	/
CCn1c(C(=O)NCc2cccc(Br)c2)cc2oc3ccccc3c21
    -16%	-8%	13%[59 µM]	-5%	/	46%[activator]	-24%	-2%	-28%
Nc1ncnc2c1ncn2[C@@H]1O[C@H](CNS(=O)(=O)c2ccc(-c3ccno3)s2)[C@@H](O)[C@H]1O
    18%	/	/	-4%	1%	29%	-1%	3%	/
COC(=O)CCN1CCN(S(=O)(=O)c2cccc(Br)c2)CC1
    126%[activator]	0%	-6%	5%	6%	25%	1%	-3%	-9%
O=c1cc(-c2ccccc2)n2c(SCc3ccccc3Cl)nnc2[nH]1
    36%[activator]	-7%	-41%[59 µM]	2%	-11%	40%[activator]	-10%	-1%	1%
CN(CC(=O)Nc1ccccc1C(F)(F)F)C(=O)COc1cccnc1[N+](=O)[O-]
    29%	-1%	-42%	0%	-7%	36%	7%	2%	-7%
CN(C)c1ccc(C(=O)NCC2CCCO2)cc1 (centres undefined)
    -10%	3%	?	75%[activator]	-9%	47%[activator]	-17%	-5%	-2%
C=CCNC(=O)CN1C2CCCC1CC(NC(=O)c1ccccc1C)C2 (centres undefined)
    14%	-3%	-7%[59 µM]	1%	-8%	3%	-17%[57.1 µM]	6%	-11%
COc1ccc(CCNC(=O)Cc2ccc(OCc3ccccc3)c(OC)c2[N+](=O)[O-])cc1OCc1ccccc1
    7%	0%	-7%[59 µM]	6%	9%	8%	-22%	16%	-25%
Brc1cccc(/C=N/Nc2nn[nH]n2)c1
    18%	3%	50µM*	3%	-9%	40%[activator]	-6%	-25%	?
C(=N\n1cnnc1)/C1CCCCC1
    3%	-1%	17%	9%	-3%	12%	-10%	-3%	-2%
Cn1cc(S(=O)(=O)N2CCN(Cc3ccccc3)CC2)c(=O)n(C)c1=O
    11%	-2%	?	0%	5%	21%	-7%	10%	-3%
CCOc1ccc(Nc2nc(N3CCOCC3)nc(N3CCOCC3)n2)cc1
    81%[activator]	-5%	6%	-4%	-7%	15%	-9%	-1%	-17%
CCOC(=O)c1sc(NC(=O)CNCc2cccnc2)c(C(=O)OCC)c1C
    124%[activator]	-5%	21%	0%	11%	23%	-24%	6%	-17%
Cn1c(=O)c([N+](=O)[O-])c(-n2cnc3ccccc32)c2ccccc21
    52%[activator]	-8%	-46%[59 µM]	5%	i	24%	-22%	-4%	-14%
Cc1cc(N2CCN(c3ccccc3)CC2)n2cc(-c3ccccc3)nc2n1
    21%	-8%	-11%[12.7 µM]	14%	-4%	-35%	?	-5%	45µM*
O=C(Cc1ccc(-c2ccccc2)cc1)Nc1ccccn1
    -9%	-9%	13%	-3%	-8%	36%	-8%	-2%	-24%
Cc1cc(C(C)(C)C)cc(C)c1COC(=O)c1cccnc1
    1%	-7%	52%[activator]	4%	1%	26%	29%	-4%	20%
COc1ccc2c(CCNC(=O)/C=C/c3ccc(OC)c(OC)c3)c[nH]c2c1
    -17%	-2%	-27%	1%	-2%	5%	-36%	-5%	?
C/C(Sc1nnc(Cc2ccccc2)o1)=C(\O)c1ccccc1
    ?	/	/	-4%	i	37%	-7%	-2%	/
CSc1ccccc1NC(=O)CN(C)C(=O)c1ccc(NC(=O)c2cccs2)cc1
    1%	/	21%[12.7 µM]	3%	5%	43%[activator]	-2%	0%	6%
CC(=O)c1ccc(NC(=O)c2ccc(CSc3ccccc3)o2)cc1
    -11%	-6%	-49%	-1%	-5%	39%[activator]	3%	6%	8%
CS(=O)(=O)c1ccc2nc(NC(=O)CN3C(=O)C4CC=CCC4C3=O)sc2c1 (centres undefined)
    29%	1%	-3%	4%	-9%	25%	-14%	6%	-18%
COCCNC(=O)c1cc(-c2ccc3c(c2)OCO3)on1
    7%	-1%	?	8%	-2%	21%	-4%	8%	6%
COc1ccc(C2NC(=O)c3ccccc3N2)cc1 (centres undefined)
    66%[activator]	2%	3%	-7%	i	6%	-11%	5%	2%
CC1(C)Cc2c(sc3nnn(Cc4ccccc4)c(=O)c23)CO1
    20%	-2%	13µM*	0%	-10%	24%	7%	1%	-7%
CCOC(=O)c1c(C)[nH]c(C(=O)CC(=O)OC)c1C
    -11%	2%	-33%	-2%	/	13%	-16%	-4%	-31%
Cn1cc(Cl)c(C(=O)Nc2nccs2)n1
    131%[activator]	-2%	-4%	0%	-14%	-11%	-14%	-12%	-21%
COc1cc(CCC(=O)Nc2sccc2C#N)cc(OC)c1OC
    48%[activator]	-1%	-34%	4%	-1%	16%	-6%	0%	0%
O=C(CCc1nc2ccccc2s1)OCC(=O)c1ccccc1
    14%	4%	?	-4%	-1%	73%[activator]	20%	1%	12%
COc1ccc(-n2c(SCC(=O)Nc3cc(C(=O)O)ccc3C)nc3ccccc3c2=O)cc1Cl
    18%	-2%	-5%	9%	5%	35%	-14%	-2%	-2%
CC(C)C(NC(=O)CN(c1ccc2c(c1)OCCO2)S(=O)(=O)c1ccccc1)C(C)C
    15%	/	/	4%	0%	18%	-15%	?	/
CCn1cc(C(=O)NCCc2ccc(Cl)cc2)c(=O)c2cc(S(=O)(=O)N(C)C)ccc21
    10%	0%	2%	4%	6%	16%	-8%	-3%	-1%
CC(C)c1ccc(C(C)NCCS(=O)(=O)c2ccc(Br)cc2)cc1 (centres undefined)
    ?	-6%	/	4%	-9%	57%[activator]	10%	-1%	-9%
COc1ccc(C(=O)NCc2cccnc2)cc1
    0%[58.9 µM]	4%	-12%[59 µM]	8%	4%	28%	-5%	-1%	14%
Cc1cccc(CS(=O)(=O)Cc2ccc(C(=O)NC3CCCCC3)o2)c1
    -20%	-2%	13%[59 µM]	6%	-4%	25%	-17%	-8%	-6%
COC(=O)c1ccc(NC(=O)CC2C(=O)N(c3cccc(F)c3)C(=O)N2CC(C)C)cc1 (centres undefined)
    4%	0%	-11%[59 µM]	3%	-3%	5%	-14%	-3%	-11%
Cc1cccc(OCc2nnc(SCc3cc(=O)[nH]c4ccccc34)n2-c2ccccc2)c1
    -4%	5%	16%[59 µM]	-6%	-1%	5%	-14%	43%[activator]	-10%
Cc1noc(C)c1CSCC(=O)Nc1cc(S(C)(=O)=O)ccc1Cl
    20%	/	13%[0.501 µM]	3%	-9%	9%	-24%	-4%	8%
COc1ccccc1C(=O)C1Nc2ccccc2-c2nnc(SC)nc2O1 (centres undefined)
    2%	-4%	7.1µM*	-9%	-2%	-4%	-35%	1%	2%
COc1cccc(C(C(=O)NCC2CCCO2)N(CC2CCCO2)C(=O)CN2C(=O)c3ccccc3S2(=O)=O)c1 (centres undefined)
    136%[activator]	-4%	11%	-3%	3%	40%[activator]	-10%	-6%	0%
CS(=O)(=O)N1CCN(c2ccc(NC(=O)CSc3ccc(Cl)cc3)cc2)CC1
    37%[activator]	-2%	-3%[59 µM]	16%	-8%	18%	-13%	6%	-2%

Further entries follow:
The line under a structure holds: Pol iota inh	BLM helicase inh	G9a inh	GLS inhibitor	PGK inhibitor	HP1b chromo inh	JMJD2A Tudor	Pin1 inhibitor	BAZ2B block
Nc1nc(SCc2ccc(Cl)c(Cl)c2)n[nH]1
    -8%	-6%	-3%[59 µM]	0%	-8%	41%[activator]	-14%	-11%	0%
Cc1cc(C)c(NC(=O)c2ccc(CN3CCc4ccccc4C3)cc2)c(C)c1
    ?	-9%	-24%[59 µM]	12%	i	22%	-25%	5%	-6%
O=C(Nc1cccc(-n2cccn2)c1)C1CCCN(Cc2cccc(F)c2F)C1 (centres undefined)
    -2%	-4%	/	0%	i	20%	-14%	4%	-17%
CC1C(c2ccccc2)N(C)CCC12NC(=O)NC2=O (centres undefined)
    8%	-10%	-13%[12.7 µM]	10%	-3%	40%[activator]	-8%	5%	-5%
COc1ccc2nc(-c3ccccc3)nc(SCC(=O)NCC3CCCO3)c2c1 (centres undefined)
    130%[activator]	-1%	15%	-8%	-10%	14%	-14%	-1%	0%
CSc1ccccc1NC(=O)COC(=O)c1ccccc1O
    120%[activator]	-1%	3%	1%	-6%	20%	-9%	-7%	1%

The list is partial (hit frequency here may not be typical).
